hERG protect: compounds protecting human hERG from proarrhythmic drug block | activation (rescue from dofetilide block), less the hit threshold, % at 10 µM | AID 1511 | CHO-hERG, FluxOR thallium flux, dofetilide IC70 present | Q12809 | actives 0.51% (n = 310,000);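 active = activation above the mean of controls blocked by dofetilide plus 5 SD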;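 note: thallium influx through hERG after potassium depolarization seen as dye fluorescence rise; in these data hits start at about 4.7%; inactives centre near -7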
KCNQ1 block: inhibitors of human KCNQ1 potassium channel | P51787 | CHO-K1 KCNQ1, FluxOR thallium flux fluorescence; hits give high values | B-score at 10 µM | actives 1.3% (n = 310,000);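 active = compounds whose thallium flux B-score, printed positive for inhibition, exceeds three library SD while starting fluorescence stays within three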;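 note: channel opened by potassium depolarization with thallium stimulus after 20 min compound exposure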
Target sequence (P51787 whole entry, looked up): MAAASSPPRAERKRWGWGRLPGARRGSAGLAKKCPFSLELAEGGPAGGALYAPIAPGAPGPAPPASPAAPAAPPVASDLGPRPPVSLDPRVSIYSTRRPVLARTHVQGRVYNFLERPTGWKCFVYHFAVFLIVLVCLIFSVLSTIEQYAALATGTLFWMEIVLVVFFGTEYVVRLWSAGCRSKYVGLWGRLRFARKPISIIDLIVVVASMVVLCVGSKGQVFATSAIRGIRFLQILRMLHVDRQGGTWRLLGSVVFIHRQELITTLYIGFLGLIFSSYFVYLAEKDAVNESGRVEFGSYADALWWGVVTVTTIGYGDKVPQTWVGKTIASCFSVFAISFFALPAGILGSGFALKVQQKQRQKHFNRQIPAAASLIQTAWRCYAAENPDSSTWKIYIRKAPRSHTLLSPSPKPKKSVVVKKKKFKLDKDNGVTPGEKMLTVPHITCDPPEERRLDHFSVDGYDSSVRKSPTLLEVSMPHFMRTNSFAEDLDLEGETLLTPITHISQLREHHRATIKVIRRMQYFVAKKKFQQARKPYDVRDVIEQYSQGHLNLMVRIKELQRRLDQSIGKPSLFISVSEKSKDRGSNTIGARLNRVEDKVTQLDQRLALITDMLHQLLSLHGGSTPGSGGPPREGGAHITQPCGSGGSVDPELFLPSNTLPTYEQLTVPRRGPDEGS
KCNK3 block: human KCNK3 channel inhibition, primary screen | O14649 | CHO-KCNK3 thallium flux, FluxOR fluorescence; hits give low values | B-score at 10 µM | actives 0.84% (n = 340,000);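 active = B-score under library mean minus 4 SD, starting fluorescence ratio at most library mean plus 5 SD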;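 note: more negative B-score means stronger inhibition of thallium flux through KCNK3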
Target sequence (O14649 whole entry, looked up): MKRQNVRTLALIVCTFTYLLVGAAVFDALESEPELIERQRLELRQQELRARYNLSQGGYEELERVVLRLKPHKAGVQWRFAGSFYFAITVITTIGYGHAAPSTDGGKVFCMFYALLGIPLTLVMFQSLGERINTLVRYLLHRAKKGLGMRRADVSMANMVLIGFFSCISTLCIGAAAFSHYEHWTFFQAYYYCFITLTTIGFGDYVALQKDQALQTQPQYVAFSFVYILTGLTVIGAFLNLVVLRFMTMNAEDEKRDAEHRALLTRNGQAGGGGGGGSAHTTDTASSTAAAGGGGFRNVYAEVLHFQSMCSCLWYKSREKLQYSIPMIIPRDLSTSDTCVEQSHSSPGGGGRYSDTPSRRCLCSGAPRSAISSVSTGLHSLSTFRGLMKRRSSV
KCNK9 inh: inhibitors of human KCNK9 two-pore domain potassium channel; B-score at 10 µM; HEK293 KCNK9, FluxOR thallium flux fluorescence; hits give low values; Q9NPC2; AID 488922; actives 1.2% (n = 310,000);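 active = ratio B-score over 3 SD below the library mean, with starting fluorescence within 5 SD of its mean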;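 note: negative B-score means less thallium flux so channel inhibition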
Platelet DG rel: platelet dense granule release activity; human platelet-rich plasma, SFLLRN dense granule ATP release, luminescence; inhibition, %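 (compounds screened at 7.5 µM in platelet-rich plasma)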; actives 0.22% (n = 300,000); AID 1663;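 active = mean replicate score, as percent of positive control, at or above 50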
TRPC4 block: inhibitors of mouse TRPC4 channel; Q9QUQ5; HEK293 TRPC4beta/mu-opioid, DAMGO-evoked Fluo4 calcium flux; hits give low values; B-score at 10 µM; actives 0.39% (n = 300,000); AID 2247;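 active = B-score over 3 SD under the library average, no early fluorescence shift, positive overall ratio signal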
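Assay system: HEK293 cells with stable TRPC4beta plus mu-opioid receptor expression; Probe or stimulus: DAMGO in two steps, submaximal then maximal; Dosing: single-point compound dosing; Measured by: Fluo4 calcium-dye fluorescence, kinetic read; Read-out basis: B score from integrated Fluo4 fluorescence ratio.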
TRPC4 PAM: TRPC4 (mouse) allosteric potentiation; Q9QUQ5; HEK293 TRPC4beta/mu-opioid, DAMGO EC20, Fluo-4 Ca2+ flux; hits give high values; B-score at 10 µM; actives 0.42% (n = 310,000); AID 2227;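 active = B-score of calcium response area above 5 SD of library B-scores, with initial fluorescence ratio within 5 SD of library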;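 note: B-score of integrated fluorescence ratio over time as area under calcium response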
KCNQ1 pot: potentiates or activates the human KCNQ1 potassium channel | actives 0.35% (n = 310,000) | P51787 | AID 2648 | CHO-K1 KCNQ1, thallium flux FluxOR fluorescence; hits give high values | B-score at 10 µM;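 active = fluorescence ratio B-score, a plate-corrected score, at least three library SD, with initial intensity B-score within 5 SD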
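System: CHO-K1 cells stably expressing KCNQ1 / Medium: assay buffer for compound exposure, DMSO matched across wells / Reagent: thallium- and potassium-containing depolarizing buffer / Compound: one concentration, matched DMSO / Incubation: 20 min compound pretreatment at room temperature / Measured by: kinetic FluxOR fluorescence, 10 s baseline plus 110 s post-stimulus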
PolyA inhibitor: inhibitors of polyadenylation in S. cerevisiae; S. cerevisiae SKY197-pL101 polyadenylation reporter, beta-gal luminescence; efflux-impaired pdr1/pdr3 knockout yeast; score 100 = 6 SD above DMSO; calls only at 12 µM; actives 0.02% (n = 300,000); AID 1875;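 active = lowest replicate activity score at least 50, where 100 means six control SD above control mean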;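 note: yeast exposed to compound for 9 h at 30 °C; higher score means more reporter readthrough which indicates perturbed polyadenylation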
Dyrk1A ADPGlo: Dyrk1A (rat) kinase inhibition | Q63470 | ADP-Glo luminescence, NFATc1 peptide | inhibition, % at 12.5 µM | actives 0.43% (n = 310,000) | AID 504441; in the data active = inhibition above about 50%;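 note: plate controls were vehicle with enzyme for no effect and no enzyme for full effect; many of its hits are not listed in these tables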
TRPC4 agonist: activators of mouse TRPC4 channel; Q9QUQ5; HEK293 TRPC4beta/mu-opioid, Fluo4 calcium fluorescence; hits give high values; B-score at 10 µM; actives 0.49% (n = 310,000); AID 2237;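 active = B-score above 5 SD of library B-scores, and initial fluorescence ratio not above library mean plus 5 SD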;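 note: positive B-score marks a calcium rise read as TRPC4 activation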
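Technique: kinetic Fluo4 calcium fluorescence; Test system: TRPC4beta and mu-opioid receptor HEK293 stable cells; Measure: B-scored integrated calcium fluorescence ratio; Benchmarks: low control buffer alone, high control maximal DAMGO; Schedule: 45 min room-temperature Fluo4 loading, 110 s read.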
* hit, by the source's call; i = inactive; / = no result given. Some of the compounds tested; rates above refer to the full screens.

SMILES	hERG protect	KCNQ1 block	KCNK3 block	KCNK9 inh	Platelet DG rel	TRPC4 block	TRPC4 PAM	KCNQ1 pot	PolyA inhibitor	Dyrk1A ADPGlo	TRPC4 agonist
O=c1c2cn[nH]c2[nH]c(=S)n1-c1ccccc1F	-7.0	i	i	i	-3.8	i	i	i	i	3.5	i
COc1ccc(NC(=S)N(Cc2ccc(N(C)C)cc2)Cc2ccco2)cc1	-7.6	i	i	i	6.7	i	i	i	i	-0.6	i
CC(C)(C)C(=O)CN1C2=NCCCN2c2ccccc21	-7.5	i	i	i	-1.3	i	i	i	i	0.5	i
CCOC(=O)CSC(C)C(=O)Nc1nnc(C(C)C)s1 (stereo unspecified)	-7.6	i	i	i	1.5	i	i	i	i	7.6	i
O=C1C2CCCN2C(=O)N1CCCCN1CCN(CCO)CC1 (stereo unspecified)	-6.0	i	i	i	-2.3	i	i	i	i	-8.2	i
Cc1cc(/C=N/n2c(COc3ccccc3C)nc3ccccc3c2=O)c(O)c([N+](=O)[O-])c1	-16.6	14*	i	i	-8.8	i	i	i	i	-6.0	i
CCc1ccccc1-n1c(SCC(=O)N2CCCC2)nc2[nH]ncc2c1=O	-14.8	i	i	i	-0.6	i	i	i	i	-0.8	i
CC(C)(C)S(=O)(=O)c1cnc(-c2ccc(Cl)cc2)nc1N	-0.7	i	i	i	0.0	i	i	i	i	1.0	i
N#Cc1ccc(S(=O)(=O)N2CCc3[nH]c4ccc(F)cc4c3C2)cc1	-6.2	i	i	i	-0.9	i	i	i	i	-1.1	i
COc1ccccc1N1CCN(C(=O)CCc2nnc3ccc(N4CCC(C)CC4)nn23)CC1	-29.9	i	i	i	-2.1	i	i	i	/	4.1	i
CC(C)C(=O)Nc1ccc(NC(=S)NC(=O)c2cc3ccccc3o2)cc1	-7.1	i	i	i	-1.2	i	i	i	i	1.1	i
O=C(NC1CCCCCCC1)c1c(O)c2ccccc2[nH]c1=O	-4.3	i	i	i	-2.4	i	i	i	i	-3.1	i
Nc1cc(=O)[nH]c(SCC(=O)Nc2cc(S(=O)(=O)N3CCOCC3)ccc2Cl)n1	-12.1	i	i	i	3.2	i	i	i	i	-7.0	i
Cc1ccc(NC(=O)N2CCOCC2)c(C)c1	-8.7	i	i	i	-3.3	i	i	i	i	-1.2	i
O=C(CNC1CCCCC1)Nc1cc(S(=O)(=O)N2CCOCC2)ccc1Cl	-12.0	i	i	i	2.1	i	i	i	i	/	i
COc1cccc(OC)c1NC(=O)CN1CCN(C)CC1	-4.9	i	i	i	7.8	i	i	i	i	-1.1	i
Cc1ccc(SCC(=O)NCCSC(C)(C)C)cc1	-9.3	i	i	i	24.5	i	i	i	i	-10.1	i
COc1ccc(OC)c(-c2cc(C(=O)NCc3ccco3)no2)c1	-9.3	i	i	i	-7.2	i	i	i	i	7.1	i
CC(C)=CC(=O)OCC(=O)Nc1nc(C)c(Cl)cc1Cl	-0.4	i	i	i	6.8	i	i	i	i	1.4	i
CC(N=C(NS(=O)(=O)c1ccc(Cl)cc1)c1ccccc1)C(=O)O (stereo unspecified)	-8.7	i	i	i	-3.7	i	i	i	i	-12.0	i
Cc1ccc(NC(=O)c2cc(S(=O)(=O)N3CCOCC3)c(Br)s2)cc1	-1.2	i	i	i	-5.9	i	i	i	i	3.8	i
CCOC(=O)c1c(C)[nH]c(C(=O)OCc2ccc(F)cc2)c1C	-1.3	i	i	i	-5.0	i	i	i	i	4.4	i
COc1ccc(S(=O)(=O)N(CCc2ccccc2)CC(=O)O)cc1	-2.4	i	i	i	-1.7	i	i	i	i	9.3	i
CCNS(=O)(=O)c1ccc(CCC(=O)NCc2ccccn2)cc1	-7.5	i	i	i	-3.3	i	i	i	i	/	i
COCCNC(=O)CCCCCNS(=O)(=O)c1ccc(C)cc1	-8.5	i	i	i	-0.1	i	i	i	i	0.7	i
C/C(=N\OCc1cccc(C(=O)O)c1)c1ccc(Cl)cc1	-11.4	i	i	i	-4.0	i	i	i	i	/	i
COc1ccc(C(=O)Nc2ccc3c(c2)OCO3)cc1OC	-1.8	i	i	i	29.0	i	i	i	i	/	i
Cc1nn(Cc2ccc([N+](=O)[O-])cc2)c(=O)n1-c1ccccc1	-7.1	i	i	i	2.5	i	i	i	i	-1.3	i
O=C(CSc1nc2ccccc2o1)Nc1cc(C(F)(F)F)ccc1N1CCOCC1	-0.2	i	i	i	3.9	i	i	i	i	1.3	i
O=C(NCc1ccco1)c1ccc(Cl)c(S(=O)(=O)N2CCc3ccccc32)c1	-16.4	i	i	i	-32.0	i	i	i	i	-0.7	i
Cc1cc(C)nc(NC(=O)CSc2ncccn2)n1	-12.0	i	/	i	10.9	i	i	i	i	/	i
CC1CCN(C(=O)CSc2nc3ccccc3[nH]2)CC1	-6.7	i	i	i	7.2	i	i	i	i	2.6	i
CCOC(=O)c1ccc(NCc2ccc(N(C)C)cc2)cc1	-7.4	i	i	i	14.9	i	i	i	i	2.8	i
COc1ccc(NC(=S)N2CCN(C(=O)c3ccco3)CC2)cc1	-3.6	i	i	i	9.5	i	i	i	i	3.5	i
COC(=O)c1ccccc1NC(=S)N1CCN(c2ccccn2)CC1	-8.7	i	i	i	-5.6	i	i	i	i	10.2	i
COc1ccc2[nH]cc(S(=O)(=O)c3ccc(C)cc3)c2c1	-18.5	i	i	i	-0.1	i	i	i	i	-1.3	i
CC(=O)/C(=C/c1ccccc1)C(=O)Nc1ccccc1C	-11.4	i	i	i	9.0	i	i	i	i	1.8	i
CC(=O)/C(C(=N)N1CCN(C(c2ccccc2)c2ccccc2)CC1)=C(\C)O	-0.9	i	i	i	1.2	i	i	i	i	-0.1	i
CCn1c(SCC(=O)N/N=C/C(C)=C/c2ccco2)nnc1-c1ccccc1	-16.3	i	i	i	-1.9	i	i	i	i	-1.0	i
CCOc1ccc(N=CC2=C(O)CC(C)(C)CC2=O)cc1	-8.7	i	i	i	8.5	i	i	i	i	3.8	i
CN(CC(CC(=O)Nc1nncs1)c1ccccc1)S(=O)(=O)c1ccccc1 (stereo unspecified)	-12.8	i	i	i	-0.2	i	i	i	i	7.3	i
O=C(CN(CCc1ccccc1)C(=O)c1csnn1)NCc1ccc(F)cc1	-4.2	i	i	i	-2.6	i	i	i	i	1.2	i
CC(C)(C)NC(=O)CN(C(=O)CNC(=O)c1cccs1)c1ccccc1F	-7.6	i	i	i	4.1	i	i	i	i	3.8	i
COc1ccccc1NC(=O)C1CCCN(S(=O)(=O)c2cccc3nsnc23)C1 (stereo unspecified)	1.3	i	i	i	9.6	i	i	i	i	-1.6	i
COc1ccc(CSCC(=O)NN=C2CCN(C)CC2)cc1	-3.8	i	i	i	-3.4	i	i	i	i	-1.4	i
CC1(O)C(=O)C=C2C=C(C3CC3)OC=C2C1=O (stereo unspecified)	-5.7	i	/	i	3.8	i	i	i	i	/	i
CCOc1ccc(CO/N=C/c2c(C)[nH]c(=O)[nH]c2=O)cc1	-6.9	i	i	i	24.7	i	i	i	i	-1.7	i
NC(N)=NS(=O)(=O)c1ccc(NC(=S)NC(=O)c2ccc(Br)cc2)cc1	-12.7	i	i	i	-2.1	i	i	i	i	-5.2	i
N#Cc1ccc(C(=O)Nc2cc(S(=O)(=O)Nc3ccc(Cl)cc3)ccc2N2CCCCC2)cc1	-14.4	i	i	i	-6.3	i	i	i	i	-4.0	i
CCN(CC)C(=O)Oc1ccc(Br)c2ccccc12	-6.9	i	i	i	-3.5	i	i	i	i	-4.9	i
CC(=O)c1sc(NC(=O)C(C)Oc2ccc3c(C)cc(=O)oc3c2)nc1C (stereo unspecified)	-11.8	i	i	i	12.6	i	i	i	i	1.9	i
COc1ccc(CNC(=O)C2CCC(CNS(=O)(=O)c3cccs3)CC2)cc1 (stereo unspecified)	-6.8	i	i	i	6.4	i	i	i	i	0.5	i
CC(C)(CN1CCN(Cc2ccccc2)CC1)NS(=O)(=O)c1ccc(Cl)cc1	-16.9	i	i	i	-0.4	i	i	i	i	-0.1	i
COc1ccccc1NC(=O)C(C)OC(=O)/C=C/c1ccc2ccccc2n1 (stereo unspecified)	-18.2	i	i	i	5.3	i	i	i	i	3.2	i
Cc1ccc(NNC(=O)C2CCC2)cc1C	-8.8	i	i	i	2.5	i	i	i	i	2.5	i
CC(=O)N1c2c(cc(Br)cc2S(=O)(=O)NCc2ccc(C)cc2)CC1C (stereo unspecified)	-8.1	i	i	i	-1.2	i	i	i	i	-0.7	i
CCN(C(=O)COC(=O)c1cccc(S(=O)(=O)N2CCOCC2)c1)C1CCS(=O)(=O)C1 (stereo unspecified)	-17.8	i	i	i	/	i	i	i	i	/	i
Cc1ccc(-c2c(C)sc(NC(=O)C3C4CCC(O4)C3C(=O)O)c2C(=O)OC(C)C)cc1 (stereo unspecified)	-4.1	i	i	i	23.1	i	i	i	i	-0.3	i
Clc1ccc(-n2c(SC/C=C/c3ccccc3)nnc2-c2cccnc2)cc1	-13.1	i	i	i	-11.8	i	i	i	i	0.3	i
Cc1c(C(=O)NCc2nnc(-c3ccccc3)o2)oc2c(F)cccc12	-9.2	i	i	i	-11.6	i	i	i	i	0.9	i
COc1cc(NC(=O)C2CC(c3ccc(Cl)cc3)=NO2)cc(OC)c1OC (stereo unspecified)	-3.4	i	i	i	0.8	i	i	i	i	10.8	i
COc1ccc(CN=C(C#N)C2=C(O)c3ccccc3C2=O)cc1	-5.5	i	i	i	12.2	i	i	i	i	/	i
Cc1cc(C(C)(C)C)oc1C(=O)N(CC(=O)NC1CCCC1)Cc1ccc(F)cc1	-5.2	i	i	i	-0.9	i	i	i	i	-4.3	i

Entries listed so far containing a nitro group on carbon, in the order listed:
SMILES	hERG protect	KCNQ1 block	KCNK3 block	KCNK9 inh	Platelet DG rel	TRPC4 block	TRPC4 PAM	KCNQ1 pot	PolyA inhibitor	Dyrk1A ADPGlo	TRPC4 agonist
Cc1cc(/C=N/n2c(COc3ccccc3C)nc3ccccc3c2=O)c(O)c([N+](=O)[O-])c1	-16.6	14*	i	i	-8.8	i	i	i	i	-6.0	i
Cc1nn(Cc2ccc([N+](=O)[O-])cc2)c(=O)n1-c1ccccc1	-7.1	i	i	i	2.5	i	i	i	i	-1.3	i

High-throughput results: PubChem BioAssay, several laboratories
